E-selectin induc: E-selectin induction in HUVECs, primary screen, imaging, HUVEC, immunofluorescence imaging, single point. actives 0.37% (n = 260,000). normalized: neutral wells 0, TNF-alpha wells 100. AID 686992, 2013. activation, % at 7.58 µM;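 active means mean E-selectin-positive cell signal at least 10% of the positive control, reached in at least 60% of replicates, without over 20% cell loss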;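 further: in these data hits start at about 27%; measured in HUVEC primary endothelial cells; signal is the percent of cells scored E-selectin positive by PE staining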
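Assay system: HUVEC primary endothelial cells. Input: 3,000 HUVEC seeded per well. Doses: one compound dose added by pin transfer. Read-out basis: % PE-positive cells. Benchmarks: TNF-alpha high, DMSO low. Detection: immunofluorescence imaging. Buffer or medium: EGM-2, gelatin.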
EWS-Fli block: EWS/Fli-driven NR0B1 reporter inhibitors, primary screen, A673 cells, NR0B1 luciferase, luminescence, MLPCN library; viability-normalised; inhibition, % at 12.6 µM; actives 0.67% (n = 350,000); AID 651661, 2012;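 active means mean inhibition of at least 50% after viability correction, with every replicate also passing that limit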;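 further: firefly luciferase signal divided by Alamar Blue viability fluorescence both relative to DMSO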
esBAF inh: Bmi1 luciferase reporter increase in mESCs, primary screen, esBAF inhibitor project, mouse ES cells, Bmi1 luciferase knock-in, single point. 24 h; 100% = twice the neutral-well signal. actives 2% (n = 350,000). reporter increase, % at 12.5 µM. AID 602393, 2012; in the data active means activation above about 40%;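 further: 0% = median of the plate's neutral control wells and 100% = double that signal; a rise in the Bmi1 reporter signal indicates esBAF inhibition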
RAD54 branch: inhibitors of human RAD54 branch migration, primary screen, biochemical, fluorescence, single point; DNA repair and recombination protein RAD54-like (Homo sapiens), Q92698; RAD54 Holliday junction branch migration, FAM/BHQ fluorescence; inhibition, % at 10.4 µM; actives 0.14% (n = 360,000);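 active means mean normalized replicate activity at least 40 and at least half of replicates scoring 40 or more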;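 further: 0% = median of neutral control wells and 100% = median of positive control wells; inhibitors cause a drop in the FAM fluorescence signal; in these data hits start at about 50%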
FN deposition inh: inhibitors of fibronectin matrix deposition, primary screen, AH1F cells, Alexa488-fibronectin fluorescence, plate reader. AH1F fibroblasts, overnight. inhibition, % at 12.6 µM. actives 0.086% (n = 350,000);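 active means mean inhibition across replicates of 30% or more, regardless of how many single replicates reach that level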;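 further: positive control wells lacked labelled fibronectin entirely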
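Material: AH1F fibroblast monolayer depositing Alexa488-labelled fibronectin into matrix | Input: 10000 AH1F cells/well | Medium: DMEM plus 2% serum, read in PBS | Reagent: Alexa488-fibronectin, 24 nM final in well | Compound dosing: One dose per compound, pinned | Schedule: 1 h adhesion, overnight exposure | Measured by: Fluorescence at 485 nm excitation, 525 nm emission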
Xi reactivation: activators of inactive X chromosome reactivation, primary screen, imaging, XiGFP fibroblasts, GFP high-content imaging, set 2. XiGFP mouse fibroblasts, % GFP-positive cells imaging, 3 d; cells co-treated with 5-aza-dC sensitizer; scaled so ellipticine positive control = 100%. activation, % at 7.58 µM. actives 0.055% (n = 360,000);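 active means mean normalized replicate activation at least 10% and every replicate at or above 10%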;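 further: 0% = median of on-plate neutral control wells and 100% = ellipticine 6 µM median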
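Material: SV40-immortalized XiGFP fibroblast cells, line 68-5-11 | Buffer or medium: DMEM containing 5-aza-dC | Dosing: One concentration, pinned | Times: 3 d treatment, 15 min room-temperature fixation | Controls: Ellipticine 6 µM positive control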
S100A4 MyoIIA: inhibitors of S100A4-myosin IIA peptide binding, primary screen, biochemical, fluorescence polarization, TAMRA-MyoIIA peptide | AID 652163, 2013 | actives 0.14% (n = 360,000) | inhibition, % at 10.7 µM | Protein S100-A4 (Homo sapiens), P26447;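 active means mean inhibition of at least 70% across replicates, with every replicate also reaching that level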
Target sequence (P26447 whole entry, looked up): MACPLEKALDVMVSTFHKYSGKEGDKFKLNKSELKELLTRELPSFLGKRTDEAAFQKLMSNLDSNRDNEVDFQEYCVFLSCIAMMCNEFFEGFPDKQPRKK
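Material: human S100A4 monomer with TAMRA-labelled myosin IIA peptide; buffer or medium: HEPES pH 7.2 with CaCl2, KCl, NaCl, DTT, Triton; compound dosing: one concentration per compound; schedule: 5 min incubation before reading; benchmarks: neutral control DMSO, positive control TFP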
RAD52 inh: RAD52 DNA annealing inhibitors, primary screen, biochemical, FRET, single point, set 2. DNA repair protein RAD52 homolog (Homo sapiens), P43351. recombinant RAD52 DNA annealing, FRET fluorescence. inhibition, % at 18.7 µM. actives 0.46% (n = 360,000). AID 651710, 2012;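 active means every replicate showing at least 50% inhibition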
Target sequence (P43351 whole entry, looked up): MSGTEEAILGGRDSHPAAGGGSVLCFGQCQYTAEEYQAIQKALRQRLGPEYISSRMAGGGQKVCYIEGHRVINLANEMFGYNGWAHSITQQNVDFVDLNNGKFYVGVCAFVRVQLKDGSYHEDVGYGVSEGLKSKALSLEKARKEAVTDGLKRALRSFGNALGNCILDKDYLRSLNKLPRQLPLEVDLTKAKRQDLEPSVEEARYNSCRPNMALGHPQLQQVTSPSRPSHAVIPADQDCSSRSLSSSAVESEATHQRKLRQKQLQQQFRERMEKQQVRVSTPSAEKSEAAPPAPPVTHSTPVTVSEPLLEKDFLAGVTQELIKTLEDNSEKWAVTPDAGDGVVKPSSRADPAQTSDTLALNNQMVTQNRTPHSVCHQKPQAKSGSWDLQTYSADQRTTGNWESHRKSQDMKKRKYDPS
The depositor's hits bear a star; & = joins results of further samples.

`Cc1ccc2cc(CCNC(=O)CCCc3ccccc3)c(=O)[nH]c2c1C` gave EWS-Fli block -6, esBAF inh -2, RAD54 branch -8, FN deposition inh -15, Xi reactivation 0.0, S100A4 MyoIIA -4 and RAD52 inh -1.
For CCOC(=O)N1CCN(S(=O)(=O)c2ccc3c(c2)NC(=O)CO3)CC1 the results were E-selectin induc -0.1, EWS-Fli block -4, esBAF inh -7, RAD54 branch 8, FN deposition inh 17, Xi reactivation 0.1, S100A4 MyoIIA 3 and RAD52 inh -6.
Screening CC(CN1CCCCC1)OC(=O)c1ccccc1F (stereo not given) returned EWS-Fli block 1, esBAF inh 0, RAD54 branch -2, FN deposition inh -8, Xi reactivation 0.0, S100A4 MyoIIA -3 and RAD52 inh -11.
`Cc1ccc2c(c1)COc1c3ccc(C(=O)N4CCOCC4)cc3nn1-2` gave E-selectin induc 1.2, EWS-Fli block -141, esBAF inh 57*, RAD54 branch 16, FN deposition inh 2, Xi reactivation 0.0, S100A4 MyoIIA 5 and RAD52 inh -3.
For COc1ccc(C(=O)N2CCC(C(=O)N3CCN(c4ccccc4)CC3)CC2)cc1 the results were E-selectin induc 0.9, EWS-Fli block 16, esBAF inh -1, RAD54 branch -5, Xi reactivation 0.1, S100A4 MyoIIA -7 and RAD52 inh -14.
Screening C/C=C/c1ccc([C@H]2[C@@H](CO)N3CCCCN(S(=O)(=O)c4ccc(OC)cc4)C[C@@H]23)cc1 returned E-selectin induc -0.3, EWS-Fli block 11, esBAF inh -3, RAD54 branch -4, FN deposition inh -3, Xi reactivation 0.0, S100A4 MyoIIA -4 and RAD52 inh 24.
`CC1CCCCN1C(=O)C(Cc1ccccc1)N1C(=O)C2CCCCC2C1=O` (stereo not given) gave E-selectin induc -0.4, EWS-Fli block -12, FN deposition inh -6, Xi reactivation 0.0, S100A4 MyoIIA 0 and RAD52 inh -6.
`CCC(=O)N(Cc1ccco1)C1CC(=O)N(c2ccccc2)C1=O` (stereo not given) gave E-selectin induc 0.0, EWS-Fli block 5, esBAF inh -6, RAD54 branch -1, FN deposition inh -2, Xi reactivation 0.4, S100A4 MyoIIA -4 and RAD52 inh -8.
For CCCOC1OC(=O)c2c1ccc(OC)c2OC (stereo not given) the results were E-selectin induc -1.4, EWS-Fli block 3, RAD54 branch -3, FN deposition inh 3, Xi reactivation -0.1, S100A4 MyoIIA 5 and RAD52 inh -10.
`CCCCc1cc2c(cn1)=C(OC(=O)c1cnc3ccccc3n1)C(C)(OC(=O)CC)C(=O)C=2` (stereo not given) gave E-selectin induc -0.1, EWS-Fli block 12, FN deposition inh -2, Xi reactivation 0.0, S100A4 MyoIIA -4 and RAD52 inh -42.
C[C@@H]1CCCCO[C@H](CN(C)C(=O)CCC(F)(F)F)[C@H](C)CN([C@H](C)CO)C(=O)c2cc(N(C)C)ccc2O1 was read as E-selectin induc -0.2, EWS-Fli block -3, esBAF inh -6, RAD54 branch -2, Xi reactivation 0.0, S100A4 MyoIIA 12 and RAD52 inh 2.
COc1cc2ccccc2cc1C(=O)N1CCN(C)CC1 was read as EWS-Fli block 3, esBAF inh 1, RAD54 branch -9, S100A4 MyoIIA -7 and RAD52 inh -5.

Sorted by count of non-hydrogen atoms (descending): three of the compounds above.
`Cc1ccc2c(c1)COc1c3ccc(C(=O)N4CCOCC4)cc3nn1-2` gave E-selectin induc 1.2, EWS-Fli block -141, esBAF inh 57*, RAD54 branch 16, FN deposition inh 2, Xi reactivation 0.0, S100A4 MyoIIA 5 and RAD52 inh -3.
`CCC(=O)N(Cc1ccco1)C1CC(=O)N(c2ccccc2)C1=O` (stereo not given) gave E-selectin induc 0.0, EWS-Fli block 5, esBAF inh -6, RAD54 branch -1, FN deposition inh -2, Xi reactivation 0.4, S100A4 MyoIIA -4 and RAD52 inh -8.
COc1cc2ccccc2cc1C(=O)N1CCN(C)CC1 was read as EWS-Fli block 3, esBAF inh 1, RAD54 branch -9, S100A4 MyoIIA -7 and RAD52 inh -5.

Remaining list, next part:
For C[C@@H]1CCCCO[C@@H](CN(C)C(=O)Nc2ccccc2)[C@@H](C)CN([C@H](C)CO)C(=O)c2cc(NC(=O)NC3CCCCC3)ccc2O1 the results were E-selectin induc -0.7, EWS-Fli block 1&-1, esBAF inh -8, RAD54 branch -5, FN deposition inh -1&-3, Xi reactivation 0.2&0.1, S100A4 MyoIIA 2&15 and RAD52 inh 21&-53.
Screening CSc1cc(-c2ccc(Cl)cc2)[nH]c(=O)c1C#N returned E-selectin induc -0.1, EWS-Fli block -7, FN deposition inh -1, Xi reactivation 0.1, S100A4 MyoIIA -1 and RAD52 inh -19.
Screening O=C(NCCc1c[nH]c2ccccc12)C(=O)NCC1OCCCN1S(=O)(=O)c1cc(F)ccc1F (stereo not given) returned EWS-Fli block 27, FN deposition inh 3, Xi reactivation 0.5, S100A4 MyoIIA -11 and RAD52 inh -43.
Screening CCOCc1nc(N)nc(N)c1-c1cccc(Cl)c1 returned E-selectin induc 2.2, EWS-Fli block -1, FN deposition inh 3, Xi reactivation 0.0, S100A4 MyoIIA -1 and RAD52 inh -6.
COCC(=O)N1[C@@H](CO)[C@@H](c2ccc(-c3ccccc3OC)cc2)C12CN(C(C)=O)C2 was read as E-selectin induc 0.0, EWS-Fli block 3, FN deposition inh -9, Xi reactivation 0.1, S100A4 MyoIIA -52 and RAD52 inh -18.
For COC(=O)C[C@@H]1CC[C@@H]2[C@H](COc3ccc(NC(=O)C4CCOCC4)cc3C(=O)N2C)O1 the results were E-selectin induc 0.1, EWS-Fli block 8, esBAF inh -2, RAD54 branch -16, FN deposition inh 0, Xi reactivation 0.0, S100A4 MyoIIA 4 and RAD52 inh -2.
CCOC(=O)N1CCN(C(=O)c2ccc3nc4ccsc4c(=O)n3c2)CC1 was read as EWS-Fli block -2, esBAF inh -6, RAD54 branch 2, FN deposition inh -1, Xi reactivation 0.7, S100A4 MyoIIA -4 and RAD52 inh -5.
Screening CCCNC(=O)Nc1ccc2c(c1)C(=O)N(C)C[C@@H](OC)[C@@H](C)CN(Cc1ccncc1)[C@@H](C)CO2 returned E-selectin induc 0.2, EWS-Fli block -6, esBAF inh -5, RAD54 branch -2, FN deposition inh 6 and Xi reactivation -0.2.
C/C(=N/NS(=O)(=O)c1ccc(Cl)cc1)c1cccc(NC(=O)c2ccncc2)c1 was read as E-selectin induc -0.4, EWS-Fli block 10, esBAF inh 8, RAD54 branch -6, Xi reactivation 0.4, S100A4 MyoIIA 13 and RAD52 inh -13.
For CCOc1ccc(C(=O)OCC(=O)Nc2ccc3c(c2)OCCO3)cc1OC the results were E-selectin induc -1.8, EWS-Fli block -2, esBAF inh 1, RAD54 branch 2, FN deposition inh 2, Xi reactivation 0.1, S100A4 MyoIIA -1 and RAD52 inh -3.
Screening c1ccc2cc(Cn3ccnc3)ccc2c1 returned E-selectin induc 0.2, EWS-Fli block 11, esBAF inh 4, RAD54 branch -1, FN deposition inh 5, Xi reactivation 0.0, S100A4 MyoIIA 0 and RAD52 inh 0.
For COCCCNCCOc1ccccc1-c1ccccc1 the results were EWS-Fli block -1, esBAF inh -3, FN deposition inh 10, Xi reactivation -0.1, S100A4 MyoIIA 2 and RAD52 inh -3.
For Fc1ccccc1Nc1nc(NCc2ccco2)nc(N2CCOCC2)n1 the results were EWS-Fli block 2, esBAF inh 2, FN deposition inh -1, Xi reactivation 0.0, S100A4 MyoIIA 1 and RAD52 inh 1.
For C[C@H](CO)N1C[C@H](C)[C@H](CN(C)C(=O)CN(C)C)Oc2ncc(-c3ccc(C(=O)N(C)C)cc3)cc2C1=O the results were E-selectin induc -0.2, EWS-Fli block 12, esBAF inh 0, RAD54 branch -1, Xi reactivation -0.1, S100A4 MyoIIA 1 and RAD52 inh -12.
Screening O=C(c1ccc(Cn2c(=S)[nH]c3cc4c(cc3c2=O)OCO4)cc1)N1CCN(c2ccccc2)CC1 returned EWS-Fli block 20, FN deposition inh 7, Xi reactivation 0.0, S100A4 MyoIIA -5 and RAD52 inh -1.
`COCCCNC(=O)Cn1cnc2sc(C)c(S(=O)(=O)N3CCN(c4ncccn4)CC3)c2c1=O` gave EWS-Fli block 2, FN deposition inh -31, Xi reactivation 0.0, S100A4 MyoIIA 8 and RAD52 inh -16.
Screening Cc1ccccc1NC(=S)N(Cc1cccs1)C1CCCCC1 returned E-selectin induc 0.0, EWS-Fli block 6, esBAF inh 0, RAD54 branch -2, FN deposition inh 11, Xi reactivation -0.1, S100A4 MyoIIA -1 and RAD52 inh -79.
Screening COc1ccccc1S(=O)(=O)N[C@H]1CC[C@H](CC(=O)NCc2cc(F)cc(F)c2)O[C@H]1CO returned E-selectin induc -0.6, EWS-Fli block -5, Xi reactivation -0.7, S100A4 MyoIIA 64 and RAD52 inh 20.
For O=c1c(C(c2ccc(Cl)cc2)c2c(O)nc3n(c2=O)CCS3)c(O)nc2n1CCS2 the results were E-selectin induc 0.6, EWS-Fli block 2, esBAF inh 3, FN deposition inh 1, Xi reactivation 0.7, S100A4 MyoIIA 1 and RAD52 inh -4.
`CCN(c1cccc(C)c1)S(=O)(=O)c1ccc2c(c1)oc(=O)n2C` gave E-selectin induc 0.0, EWS-Fli block 5, esBAF inh 7, RAD54 branch -9, FN deposition inh 4, Xi reactivation -0.1, S100A4 MyoIIA -6 and RAD52 inh -142.
`CCC(=O)N[C@@H]1CC[C@@H](CC(=O)NCc2cc(F)cc(F)c2)O[C@H]1CO` gave E-selectin induc -0.3, EWS-Fli block 4, esBAF inh 4, RAD54 branch 2, FN deposition inh -6, Xi reactivation -0.6, S100A4 MyoIIA 16 and RAD52 inh 2.
Screening CCOc1ccc2nc(N3CCCC(C(=O)N4CCN(CC)CC4)C3)sc2c1 (stereo not given) returned E-selectin induc 0.2, EWS-Fli block -53, esBAF inh 39, RAD54 branch -4, FN deposition inh -6, Xi reactivation 0.2, S100A4 MyoIIA -7 and RAD52 inh 1.
`CCn1cc(C(=O)N2CCN(c3ccc([N+](=O)[O-])cc3)CC2)c(=O)c2ccc(C)nc21` gave E-selectin induc -0.1, EWS-Fli block -3, esBAF inh -6, RAD54 branch 6, FN deposition inh -3, Xi reactivation 0.1, S100A4 MyoIIA 2 and RAD52 inh -34.
`O=C(N[C@H](C(=O)N1CCC[C@H]1C(=O)NC1CCCC1)C1CCCCC1)C1CCCC1` gave E-selectin induc -0.4, EWS-Fli block -11, FN deposition inh 2, Xi reactivation 0.5, S100A4 MyoIIA -15 and RAD52 inh 2.
Screening COc1cc(-c2cc(NC=O)c3ncc(-c4cccc(C(=O)N(C)C)c4)n3c2)cc(OC)c1OC returned E-selectin induc -0.3, EWS-Fli block 19, esBAF inh -7, RAD54 branch -2, FN deposition inh 5, Xi reactivation 0.5, S100A4 MyoIIA -15 and RAD52 inh -6.

Rows were taken by chance. Share with any hit: about 3%.
